Source: PubChem (National Center for Advancing Translational Sciences (NCATS))
15-hLO-2 inh: inhibitors of human 15-lipoxygenase 2 (ALOX15B). actives 0.56% (n = 110,000). Potency, µM (titrated, usually from 57.1 µM), without a hit: at the top dose activity change, negative = inhibition, usual class: inhibitors. purified 15hLO-2, xylenol orange hydroperoxide absorbance; also: potency is read from the fitted curve at half-maximal effect; nearly all actives have a fitted effect of over 60% in size; many of its hits are not listed in these tables
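Screening format was qHTS against 50 nM purified 15hLO-2 in Hepes pH 7.5 with detergent. Activity follows hydroperoxide formation from 45 uM arachidonic acid, measured as 573:405 nm absorbance ratio of the ferric-xylenol orange complex.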
IMPase inh: membrane-permeable compound that blocks inositol monophosphatase | P97697 | CHO-M1 cells, IP1 accumulation, HTRF TR-FRET ratio | inhibition (IP1 accumulation), % at 46.1 µM | 120,000 tested, under 10 active | AID 901; active = well fitted curve in the direction sought with a large enough effect in the signal ratio, not every such curve was filed as active; inconclusive = small, poorly fitted or top-dose-only effect, or a change in a side signal; inactive = no such curve, though single readings can be large or run the other way; the % refers to the signal ratio;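 also: cells stimulated with carbachol in lithium chloride buffer; plate controls were DMSO basal wells for no effect and reference inhibitor wells for full effect; higher means more IMPase inhibition seen as more IP1 and lower FRET ratio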
Target sequence (P97697 whole entry, looked up): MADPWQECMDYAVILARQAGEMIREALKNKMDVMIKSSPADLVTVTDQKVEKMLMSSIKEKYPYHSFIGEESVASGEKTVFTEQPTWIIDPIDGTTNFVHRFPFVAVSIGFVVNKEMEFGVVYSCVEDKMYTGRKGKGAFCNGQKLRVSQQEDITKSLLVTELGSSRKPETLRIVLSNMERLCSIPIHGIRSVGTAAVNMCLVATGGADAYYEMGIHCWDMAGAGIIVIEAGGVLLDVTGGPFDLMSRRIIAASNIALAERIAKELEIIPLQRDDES
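Cellular IMPase inhibition is scored as a rise in cytosolic IP1, detected by competitive TR-FRET between d2-labelled IP1 and a europium anti-IP1 antibody. M1-expressing CHO cells were stimulated with carbachol for 30 min at 37C, with lithium (50 mM LiCl) present in the buffer.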
PNC inhibitor: blocks assembly of the perinucleolar compartment. PC3M PTB-GFP, PNC prevalence imaging, 16 h; hits give low values. activity change (PNC), negative = inhibition, % at 10 µM. actives 3.1% (n = 140,000). AID 2417;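 active = readout at or below -70, meaning at least 70% loss of cells showing the perinucleolar compartment, a nuclear body marking cancer cells; inconclusive = readout between -30 and a set limit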;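 also: plate controls were DMSO wells for no effect and camptothecin positive control wells for full effect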
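PC3M cells stably expressing PTB-GFP, 750–1000 cells/well, treated 16 h at 37 °C with compound (23 nl of library stock), in duplicate. After paraformaldehyde fixation and Hoechst stain, imaged at 20x; PNC prevalence scored by image analysis.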
ALOX12 inhib: blocks human 12-lipoxygenase activity; purified 12-hLO, xylenol orange hydroperoxide absorbance; Potency, µM (top dose mostly 57.1 µM), without a hit: top-dose activity change, negative = inhibition, actives largely listed as inhibitors; actives 0.12% (n = 150,000); P18054; also: potency is read from the fitted curve at half-maximal effect; nearly all actives have a fitted effect of over 55% in size; many of its hits are not listed in these tables
Target sequence (P18054 whole entry, looked up): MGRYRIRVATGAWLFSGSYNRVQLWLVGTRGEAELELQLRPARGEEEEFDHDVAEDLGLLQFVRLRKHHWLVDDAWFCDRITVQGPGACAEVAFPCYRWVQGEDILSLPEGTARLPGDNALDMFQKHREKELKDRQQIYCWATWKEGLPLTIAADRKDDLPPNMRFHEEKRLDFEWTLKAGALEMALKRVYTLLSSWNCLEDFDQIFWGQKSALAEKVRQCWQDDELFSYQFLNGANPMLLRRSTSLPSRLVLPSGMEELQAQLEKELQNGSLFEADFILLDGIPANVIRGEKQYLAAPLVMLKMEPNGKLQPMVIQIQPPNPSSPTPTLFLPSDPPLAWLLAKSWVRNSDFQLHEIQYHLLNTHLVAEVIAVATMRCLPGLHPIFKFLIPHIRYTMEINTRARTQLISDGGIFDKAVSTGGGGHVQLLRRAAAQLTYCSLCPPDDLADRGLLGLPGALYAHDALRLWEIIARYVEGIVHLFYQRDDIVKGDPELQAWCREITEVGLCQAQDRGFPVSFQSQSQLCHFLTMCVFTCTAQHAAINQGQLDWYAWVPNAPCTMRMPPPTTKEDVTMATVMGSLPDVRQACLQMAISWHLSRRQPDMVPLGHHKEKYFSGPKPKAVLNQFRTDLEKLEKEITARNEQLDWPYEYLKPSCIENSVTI
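Hydroperoxide formation by human 12-lipoxygenase from 40 uM arachidonic acid was followed colorimetrically via ferric-xylenol orange complex, using the 573/405 nm absorbance ratio. Enzyme concentration was 150 nM, with 30 min reaction at room temperature.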
Active calls of the source: *; ? = inconclusive; / = not tested or not shown; [ ] = another dose, or the depositor's remark. Unless noted, calls follow the shape of the dose curve; as a rule, active = well fitted curve in the direction sought with a large enough effect; inconclusive = small, poorly fitted or top-dose-only effect, or another doubt; inactive = no such curve, though single readings can be large; an effect the other way counts as inactive or inconclusive. Unless noted, % is scaled to controls: 0 for no effect and ±100 for the full control effect.

15-hLO-2 inh	IMPase inh	PNC inhibitor	ALOX12 inhib	SMILES
4%	-1	59	-6%	CC1(C)CC(=O)C(C=NCC2CCCO2)=C(O)C1 (stereo unspecified)
/	/	?	-3%	Cc1ccc([N+](=O)[O-])cc1NC(=O)c1ccoc1C
-2%	12	?	-28%	O=C(COc1ccccc1Br)c1ccc(O)cc1O
/	/	?	-2%	CC(=O)/C(=C/c1ccc(N(C)C)cc1)C(=O)c1ccccc1
-2%	-14	-1	-3%	CCCNc1ncccc1C(N)=O
/	/	28	1%	COc1cc(NC(=O)CSc2nc3ccccc3cc2C)c(C(=O)O)cc1OC
2%	-4	0	-6%	O=C(O)c1ccccc1C(=O)NCc1ccc(F)cc1
10%	8	11	-5%	CC12CCC(C(=O)N(Cc3ccccc3)Cc3ccccc3)(OC1=O)C2(C)C (stereo unspecified)
-8%	-2	25	10%	C=C1CC2C=C(NC(C)=O)CC(C1)C2 (stereo unspecified)
/	-19	16	0%	Cc1nnc(SCc2ccccc2)n(N)c1=O
/	/	31	-4%	O=C(Cn1c(=O)n(CCc2c[nH]c3ccccc23)c(=O)c2cccnc21)Nc1ccccc1F
-9%	11	-17	-3%	O=C(Nc1ccccc1)Nc1cc(Cl)cc(Cl)c1
3%[2.29 µM]	-2	?	-2%	COc1ccccc1C(=O)NC(C)C(c1cccs1)N1CCOCC1 (stereo unspecified)
-6%	6	-8	3%	COCc1cc(C)nc(SCC(=O)NCc2ccco2)c1C#N
5%	-2	64	0%	COC(=O)CCC(=O)Nc1cccc2ccccc12
0%	1	-9	-3%	O=C(NCc1ccc2c(c1)OCO2)C1CCN(C(=O)Nc2ccc(Cl)cc2)CC1
20%	0	73	-3%	Cc1nc(CSc2ccc(Cl)cc2)cc(NCc2ccccc2)n1
-5%	6	11	-2%	CC1=C(C(=O)OC(C)C)C(c2ccncc2)n2ncnc2N1 (stereo unspecified)
1%	9	-12	13%	CN(C)c1ccc(CN(C)C2CCCCC2)cc1
-7%	?	-11	-7%	COCc1nnc(NS(=O)(=O)c2ccc(C)cc2)s1
2%	0	27	-2%	COc1ccc(C2N(c3ccc(F)cc3)C(=O)C3CCCN32)cc1 (stereo unspecified)
8%	3	55	-2%	COC(=O)Cc1[nH]nc2c1C1(C(=O)N(Cc3ccccc3)c3ccccc31)C(C#N)=C(N)O2 (stereo unspecified)
-1%	-12	?	-2%	COc1ccc(S(=O)(=O)N2CCCC(C(=O)N3CCCCCC3)C2)cc1 (stereo unspecified)
/	/	?	-17%	Cc1ccc(C)c(NC(=S)NCCSc2ccc(Cl)cc2)c1
11%	15	?	2%	O=c1[nH]c(-c2ccccn2)nc2ccccc12

Filtered by structure, those above containing a COOH group.
15-hLO-2 inh	IMPase inh	PNC inhibitor	ALOX12 inhib	SMILES
/	/	28	1%	COc1cc(NC(=O)CSc2nc3ccccc3cc2C)c(C(=O)O)cc1OC
2%	-4	0	-6%	O=C(O)c1ccccc1C(=O)NCc1ccc(F)cc1

Additional records.
15-hLO-2 inh	IMPase inh	PNC inhibitor	ALOX12 inhib	SMILES
-10%	4	?	-6%	COc1ccc(S(=O)(=O)N2CCC(C(=O)NCCC3=CCCCC3)CC2)cc1OC
/	/	-28	-11%	Cc1ccsc1/C=N/NC(=O)CN1CCN(S(=O)(=O)c2ccc(Br)cc2)CC1
/	-3	0	-2%	O=C(C1CCN(Cc2ccccc2)CC1)N1CCCC1
/	11	-25	3%	CN1C(=O)CSc2ccc(NC(=O)N3CCN(c4ccccn4)CC3)cc21
/	/	?	-1%	Cc1cc(C(=O)N2CCN(c3ccc([N+](=O)[O-])cc3)CC2)no1
-7%	1	7	-9%	CCOc1ccc(NC(=O)N2CCC(NC(=O)C(Cc3ccc(OC)c(OC)c3)NC(C)=O)CC2)cc1 (stereo unspecified)
7%[11.4 µM]	0[1.84 µM]	-90*	6%	CC(OC(=O)C1=Cc2ccccc2OC1)C(=O)NC1CCCC1 (stereo unspecified)
/	/	14	-5%	S=C(Nc1ccc(Br)cc1)NC1CCCCC1
3%	5	?	-2%	N#Cc1c(-c2ccc(F)cc2)noc1N
/	/	11	-4%	CCc1ccc(NC(=O)/C(C#N)=C/c2cc3ccc(C)cc3nc2N2CCOCC2)cc1
/	/	?	-23%	O=C(O)c1cc(Cl)c2c(c1)[C@@H]1C=CC[C@@H]1[C@H](c1ccc(S(=O)(=O)N3CCOCC3)cc1)N2
/	/	?	1%	COC(=O)c1sc2ccccc2c1NC(=O)c1ccc(S(=O)(=O)N2CCCCC2C)cc1 (stereo unspecified)
1%	/	/	-1%	COC(=O)[C@@H]1C[C@@]2(O)[C@@H](O)[C@@H](O)[C@@H](O)C[C@H]2N1C/C=C/c1ccccc1
-9%	-5	-16	-4%	COc1ccc(CNC(=O)c2csnn2)cc1
-2%	8	15	-2%	CSc1ncccc1C(=O)OCn1nnc2ccccc2c1=O
-10%[11.4 µM]	8[1.84 µM]	?	-1%	Cn1c(Cl)c(/C=N/OC(=O)c2ccccc2Cl)c2ccccc21
/	/	73	-5%	C=CCn1c(C(C)NC(=O)c2ccc(C)cc2)n[nH]c1=S (stereo unspecified)
-29%	3	21	-1%	CCOC(=O)c1ccc(N2C(=O)CC(N3CCC(O)(c4ccc(Cl)cc4)CC3)C2=O)cc1 (stereo unspecified)
9%	/	/	-5%	CCN(CC)CCCCn1c(-c2ccccc2)nc2c(NC3CCCCC3)nc(C)nc21
?	5[1.84 µM]	?	-5%	CCCCC(=O)Nc1cc(NC(=O)CCCC)cc(C(=O)O)c1
15%	-1	-23	4%	COCCNc1cc(C)nc2ccccc12
-1%	2	-11	-2%	CCOC(=O)Cc1cc(=O)n2[nH]c(C)c(C#N)c2n1
/	8	?	-1%	C[C@H](NC(=O)c1ccccc1Cl)C(=O)OCC(=O)N1CC2(C)CC1CC(C)(C)C2 (stereo partly specified)
-12%	?	9	-22%	O=C(CSc1nnc(Cc2cccs2)n1Cc1ccco1)Nc1cc(Cl)cc(Cl)c1
-6%	4	28	-2%	Cn1cnnc1SCCC(=O)Nc1ccccc1
14%	?	16	?	CCc1cc(-c2[nH]ncc2-c2ccc3c(c2)OCO3)c(O)cc1O
-1%	2	?	-2%	CCc1nc(SCc2cccnc2)[nH]c(=O)c1C
/	/	88	-3%	Cc1cc(S(=O)(=O)N(Cc2ccc(C(C)(C)C)cc2)Cc2cccs2)ccc1-n1cnnn1
/	-6	34	8%	CCOC(=O)CCCCC(=O)c1[nH]c(=O)[nH]c1CSc1nc2ccccc2[nH]1
5%	0	0	-1%	Cc1oc2nc(SCCCC(=O)NCCO)nc(N)c2c1C
-6%	6	-18	-11%	Cn1nnnc1SCc1csc(Nc2ccccc2)n1
-7%	9	?	6%	COc1cccc(C(=O)Nc2ccc3c(c2)C(=O)N(CCC(=O)O)C3=O)c1
7%	-1	30	-13%	CCOc1ccc(N(CC(=O)NCC2CCCO2)S(=O)(=O)c2ccc(Cl)cc2)cc1 (stereo unspecified)
-2%	-13	25	-4%	Cc1c(C#N)c2ccccc2n1CC(=O)O
0%	6	6	1%	CCCn1nnc2ccccc2c1=O
-1%	9	20	6%	CCOC(=O)c1cc(C#N)c(N)nc1C
/	/	3	0%	Cc1ccc2c(COC(=O)CC3Sc4ccccc4NC3=O)cc(=O)oc2c1C (stereo unspecified)
66%[activator]	-1	28	-2%	Cn1c(CNc2nc3ccccc3n2CCN2CCCCC2)nc2ccccc21
/	/	?	5%	O=C(CN1CCCC1)Nc1nnc(-c2cccs2)s1
0%	-1	-1	-2%	O=C(NCc1ccncc1)c1cnccn1
4%	2	49	5%	CCOC(=O)C(Sc1n[nH]c(N)n1)c1ccccc1 (stereo unspecified)
-11%	7	?	0%	CC(=O)NC1C(=O)Nc2c1cccc2C(F)(F)F (stereo unspecified)
?	8	16	1%	CCCn1c(N)[n+](CC(=O)c2ccco2)c2ccccc21
4%	-6	23	-3%	O=c1c2cc(N3CCOCC3)ccc2[nH]c(=S)n1CCCN1CCCCC1
/	0	-16	-4%	COc1ccc(/C=C(/C#N)C(=O)Nc2ccccc2C)cc1C(=O)O
/	-1	41	0%	Cc1cc(N)n(-c2ncnc3scc(-c4ccc(Cl)cc4)c23)n1
1%	-2	-8	0%	CCNC(=O)NC(=O)C(C)Sc1nnc(COc2ccccc2Cl)o1 (stereo unspecified)
/	12	-2	3%	Cc1nn2c(nc(N3CCOCC3)c3ccccc32)c1C=C(C#N)C#N
/	/	-13	-1%	CCn1c2ccccc2c2cc(NC(=O)c3ccccc3[N+](=O)[O-])ccc21
/	-6	198	-5%	Cn1nnc(NC(=O)CSc2ccc(Cl)cc2)n1

In the list so far, 3 have bromine:
15-hLO-2 inh	IMPase inh	PNC inhibitor	ALOX12 inhib	SMILES
-2%	12	?	-28%	O=C(COc1ccccc1Br)c1ccc(O)cc1O
/	/	-28	-11%	Cc1ccsc1/C=N/NC(=O)CN1CCN(S(=O)(=O)c2ccc(Br)cc2)CC1
/	/	14	-5%	S=C(Nc1ccc(Br)cc1)NC1CCCCC1

Further compounds:
15-hLO-2 inh	IMPase inh	PNC inhibitor	ALOX12 inhib	SMILES
-4%	-14	-19	-5%	Cc1ccc(Cn2c(-n3nc(C)cc3C)nc3c2c(=O)[nH]c(=O)n3C)cc1
/	8	-3	3%	O=C(CCC(NC(=O)OCc1ccccc1)C(=O)OCc1ccccc1)NCC(=O)OCc1ccccc1 (stereo unspecified)
/	/	-21	-1%	NC(=O)COC(=O)c1oc2ccccc2c1CSc1ccc(Cl)cc1
/	/	-24	-2%	O=C(Nc1ccccc1OC(F)F)C1CCCN1C(=O)c1cccs1 (stereo unspecified)
2%	3	19	3%	O=C(CNC(=O)c1ccccc1)OC(C(=O)Nc1cc(C(F)(F)F)ccc1Cl)c1ccccc1 (stereo unspecified)
-27%	3	-3	10%	CCCOc1ccc(N2C(=O)C3ON(c4ccccc4)C(CCC)C3C2=O)cc1 (stereo unspecified)
2%	8	27	2%	CCN1C(=O)CC(C(=O)NC)SC1=Nc1cc(Cl)c(O)c(Cl)c1 (stereo unspecified)
-3%	-1	-11	2%	CCOc1ccccc1NS(=O)(=O)N(C)C
18%	-1	?	-6%	Cc1ccn2c(NC3CCCCC3)c(C)nc2c1
6%	1	20	-14%	CCN(CC)c1nc(C#N)cc(-c2ccc(OC)cc2)n1
/	5	23	4%	CCn1c(=O)c(C(=O)NNS(=O)(=O)c2ccc(Cl)cc2)c(O)c2ccccc21
6%	1	-8	1%	CCCn1c(C)cc(=O)c2cc(NC(=O)c3ccccn3)ccc21
-5%	9	94	6%	COc1ccc(-c2c(C#N)c(C)nc3c2C(=O)c2ccccc2-3)cc1
-10%	?	19	-7%	C=CCn1c(SCC(=O)Nc2sccc2C#N)nc2sc(C)c(C)c2c1=O
/	15	?	-17%	Cc1cccc(N2CCc3c2nc2ccc(Br)cc2c3N)c1

Grouped by structure, the compounds so far containing a CF3 group.
15-hLO-2 inh	IMPase inh	PNC inhibitor	ALOX12 inhib	SMILES
-11%	7	?	0%	CC(=O)NC1C(=O)Nc2c1cccc2C(F)(F)F (stereo unspecified)
2%	3	19	3%	O=C(CNC(=O)c1ccccc1)OC(C(=O)Nc1cc(C(F)(F)F)ccc1Cl)c1ccccc1 (stereo unspecified)

Gathered by group: those above containing a nitro group on carbon.
15-hLO-2 inh	IMPase inh	PNC inhibitor	ALOX12 inhib	SMILES
/	/	?	-3%	Cc1ccc([N+](=O)[O-])cc1NC(=O)c1ccoc1C
/	/	?	-1%	Cc1cc(C(=O)N2CCN(c3ccc([N+](=O)[O-])cc3)CC2)no1
/	/	-13	-1%	CCn1c2ccccc2c2cc(NC(=O)c3ccccc3[N+](=O)[O-])ccc21
